NadD inh = blocks S. aureus nicotinate mononucleotide adenylyltransferase; AID 602399; purified NadD enzyme, colorimetric absorbance read-out; 360,000 tested, 0.78% active; inhibition, % at 20 µM; in the data active = inhibition above about 26%; also: some compounds past the cut are filed as inactive
Rin1 Abl inh = inhibitors of human Rin1-Abl protein interaction. P00519+Q13671. TR-FRET Rin1/Abl binding, biochemical. inhibition, % at 7.35 µM. 360,000 tested, 0.4% active. AID 588664; in the data active = inhibition above about 5%, passing the limit was not always enough
Neddyl block = blocks human cullin neddylation | P61081+Q13564 | TR-FRET cullin neddylation, biochemical | calls only at 25 µM | 360,000 tested, 0.58% active; in the data active = inhibition above about 36%
Target sequence (P61081 whole entry, looked up): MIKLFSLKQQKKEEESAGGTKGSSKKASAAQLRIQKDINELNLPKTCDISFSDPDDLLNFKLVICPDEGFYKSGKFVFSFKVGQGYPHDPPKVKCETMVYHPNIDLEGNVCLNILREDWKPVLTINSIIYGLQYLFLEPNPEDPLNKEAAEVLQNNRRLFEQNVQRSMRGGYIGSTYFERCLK
Target sequence (Q13564 whole entry, looked up): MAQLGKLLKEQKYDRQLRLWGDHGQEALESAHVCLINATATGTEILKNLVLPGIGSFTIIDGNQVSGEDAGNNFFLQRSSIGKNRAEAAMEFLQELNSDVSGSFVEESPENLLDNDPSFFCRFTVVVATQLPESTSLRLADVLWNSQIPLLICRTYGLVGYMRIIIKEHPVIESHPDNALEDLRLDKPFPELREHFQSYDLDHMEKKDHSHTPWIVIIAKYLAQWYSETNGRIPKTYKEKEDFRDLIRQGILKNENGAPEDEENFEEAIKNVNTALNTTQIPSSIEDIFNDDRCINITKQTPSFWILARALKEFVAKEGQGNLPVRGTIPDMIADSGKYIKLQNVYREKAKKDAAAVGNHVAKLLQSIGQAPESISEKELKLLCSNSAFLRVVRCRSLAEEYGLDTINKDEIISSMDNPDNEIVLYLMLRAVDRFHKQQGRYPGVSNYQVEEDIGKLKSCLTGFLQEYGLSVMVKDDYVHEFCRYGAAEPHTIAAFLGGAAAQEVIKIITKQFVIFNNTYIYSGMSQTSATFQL
Scp1 inh = blocks human Scp-1 phosphatase activity; AID 493091; inhibition, % at 20 µM; 340,000 tested, 0.88% active; Recombinant Scp1, phosphopeptide, malachite green phosphate absorbance;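 active = inhibition above about 50% at 20 µM, limit read from the data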;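 also: plate controls were DMSO wells with enzyme for no effect and wells lacking enzyme for full effect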
Target sequence (Q9GZU7 76-261 limits assumed): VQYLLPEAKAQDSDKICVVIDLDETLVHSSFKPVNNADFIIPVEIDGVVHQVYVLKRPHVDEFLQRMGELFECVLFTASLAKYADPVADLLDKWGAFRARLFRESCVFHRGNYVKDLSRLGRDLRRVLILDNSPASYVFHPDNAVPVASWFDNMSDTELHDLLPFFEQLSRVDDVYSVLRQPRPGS
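assay system = SCP-1 phosphatase catalytic domain, residues 76-261 | buffer or medium = 50 mM Tris acetate pH 5.5, 0.005% Tween-20, 10 mM MgCl2 | incubation = enzyme reaction 45 min at room temperature, colour 5 min, stabilisation 30 min | signal = Phosphate-binding colour reagent, absorbance read at 630 nm | measure = % inhibition at 20 µM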
Rpn11 block = Rpn11 (human) deubiquitinase inhibition; O00487; calls only at 20 µM; human 26S proteasome, Ub4-pepOG fluorescence polarization; 20S core pre-blocked with epoxomicin; 360,000 tested, 0.59% active;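 active = inhibition at 20 µM, scaled to each plate's controls, above about 33%, limit read from the data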
SUMO1-SIM PPI = alters human SUMO1 binding to SIM partners. P63165. inhibition, % at 20 µM. 360,000 tested, 0.33% active. AID 602429. SUMO1 binding to a labelled peptide, TR-FRET, 1 h; in the data active = inhibition above about 37%
CSN inh = CSN deneddylation inhibition. inhibition, % at 12.5 µM. Purified CSN, SCF-Nedd8-OG deneddylation, fluorescence polarization. 360,000 tested, 0.38% active;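 active = pattern-corrected inhibition above about 35%, with an unprinted fluorescence ratio check between 0.5 and 1.5, limit read from the data, passing the limit was not always enough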;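 also: 0% = enzyme with substrate and 100% = substrate without enzyme; some results filed as inactive read as strong as hits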
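Assay system: purified human Csn5 enzyme expressed in HEK293T cells; Input: 0.24 nM Csn5 enzyme, final concentration; Reagent: 10 nM SCFSkp2-Nedd8OG; Compound dosing: 12.5 µM single point; Times: reaction 90 min, room temperature; Technique: fluorescence polarization readout.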
DNMT1 block = inhibitors of human DNMT1 | P26358 | DNMT1 molecular beacon, Hinp1I cleavage, fluorescence | inhibition (reported as % activation of signal), % at 10 µM | 360,000 tested, 0.83% active | AID 588458; in the data active = inhibition above about 50%
STEP block = inhibitors of human striatal-enriched phosphatase STEP; P54829; recombinant STEP, OMFP fluorogenic substrate, fluorescence; inhibition, % at 20 µM; 360,000 tested, 0.25% active;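 active = inhibition at 20 µM, scaled per plate between control wells, above about 37%, limit read from the data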;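 also: 0% = DMSO with enzyme and substrate and 100% = substrate only without enzyme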
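Test system: STEP tyrosine phosphatase / Reagent: OMFP at 25 µM / Doses: 20 µM, 1% DMSO / Read-out: percent inhibition scaled to no-enzyme and uninhibited-enzyme controls, plate-pattern corrected / Detection: FITC-channel fluorescence of OMFP product / Medium: Bis-Tris buffer pH 6.0, 2.5 mM DTT, 0.005% Tween 20 / Schedule: 20 min at room temperature, dark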
LMPTP block = blocks human LMPTP phosphatase; recombinant LMPTP-A, OMFP fluorogenic substrate, fluorescence intensity; inhibition, % at 20 µM; AID 651560; 360,000 tested, 0.22% active;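 active = compounds that cut the enzyme signal by at least half of the control window in the single-dose screen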;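 also: plate controls were DMSO wells with enzyme plus substrate for no effect and substrate without enzyme for full effect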
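Assay system: LMPTP-A phosphatase enzyme | Input: 0.625 nM enzyme | Also added: Fluorogenic phosphatase substrate OMFP at 400 µM final | Compound dosing: One test concentration per compound, 20 µM, with 3% DMSO overall | Schedule: 50 min enzyme reaction at room temperature, protected from light | Signal: Fluorescence intensity | Benchmarks: no-enzyme and uninhibited controls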
An asterisk follows results filed as active; i = inactive; nt = not tested or not shown; + = active, no number. Outcome played no part in choosing rows; any-hit rate near 3.8%.

mol,LMPTP block,CSN inh,DNMT1 block,Rin1 Abl inh,Rpn11 block,SUMO1-SIM PPI,STEP block,Scp1 inh,Neddyl block,NadD inh
O=C(Nc1ccc(N2CCOCC2)c(Cl)c1)c1cc(F)c(F)cc1Cl,1.2,-4,0,-5,i,1,3,-8,i,3
Cc1ccc(CNc2ccc3c(c2)ncn3C(C)C)cc1,0.4,0,-10,-1,i,-2,1,-6,i,-4
CN1CCN(c2ncnc3c2ncn3[C@H]2CN(Cc3cccs3)C[C@@H](CO)O2)CC1,-1.1,1,2,1,i,-3,1,nt,i,0
Cn1cncc1C#Cc1c(-c2ccc(S(C)(=O)=O)cc2)sc2ccccc12,2.7,-6,-17,-2,i,-17,2,18,nt,19
O=C(COC(=O)/C=C/c1ccccc1)NCc1ccccc1Cl,0.7,-6,-1,2,i,-2,-2,-3,i,-7
CCOC(=O)C1CCN(C(=O)CN(c2cccc(OC)c2)S(=O)(=O)c2ccccc2)CC1,-1.3,-3,-2,2,i,-1,-3,1,i,1
Cc1nc(CN2CCOCC2)cc(=O)[nH]1,-2.3,4,-1,-2,i,1,-2,-4,i,0
COc1cccc(C(=O)N/N=C2\SCC(=O)N2Cc2ccc3c(c2)OCO3)c1,-0.5,2,-1,-3,i,6,4,-6,i,3
O=[N+]([O-])c1cccc(C=NN2CCCCCC2)c1,2.5,-5,4,3,i,-21,0,-5,i,-2
CCOC(=O)C1CCN(CCC(=O)Nc2ccccc2)CC1,0.8,1,1,1,i,1,0,7,i,1
NNc1nc2cccnc2n(CCNc2ncc(C(F)(F)F)cc2Cl)c1=O,1.6,0,1,4,i,-9,1,-7,i,11
CCCCn1c(=O)[nH]c(=O)c2c1nc(Cn1ncc(Cl)c(Cl)c1=O)n2CCC,-0.6,9,6,1,i,-6,0,-4,i,2
COC(=O)Nc1ccc2ncn(C)c(=O)c2c1,-0.2,3,4,-3,i,8,-1,-10,i,-4
COc1cccc(C(=O)N(CN2CCCC2=O)c2cccc(Cl)c2)c1,-1.5,-1,2,2,i,-2,1,-5,i,1
COc1cccc(NC(=O)Cn2cnc3c(oc4nc5c(cc43)CCCC5)c2=O)c1,3.1,8,4,-1,i,4,4,-1,i,9
COC(=O)C(C)NC(=O)c1ccc(C(C)(C)C)cc1 (stereo not drawn),-0.3,-3,-2,-1,i,3,-1,-2,i,0
CC(=O)Nc1ccc(NC(=O)CSc2nnc(-c3cccnc3)o2)cc1,0.6,4,1,5,i,15,-2,15,i,-2
Cc1c(NC(=O)CS(=O)(=O)c2ccccc2)c(=O)n(-c2ccccc2)n1C,-1.3,-2,0,-1,i,3,-3,-5,i,4
Cc1cc2ncn(CCOc3ccccc3C#N)c2cc1C,-2.1,-4,-5,-2,i,18,1,20,i,2
O=C(CN1CCOc2ccccc21)NCc1ccccc1,1.7,0,-2,-3,i,-4,-2,-8,i,1
CC(C)(C)c1ccc(C(=O)NCc2ccc(Cl)cc2)cc1,-0.1,1,8,6,i,0,-3,1,i,6
Cc1ccccc1NC(=O)OCc1ccccc1,-0.2,2,-1,-1,i,2,-4,-6,i,-8
COCCN1Cc2cccc(C(=O)Nc3ccc(C)cc3)c2C1=O,0.5,-3,11,-3,i,0,2,-8,i,-2
Cc1ccc(NC(=O)N2CCCC(C(=O)O)C2)cc1 (stereo not drawn),-1.5,-2,2,1,i,2,-3,-4,i,-5
Cc1ccc(CNC(=O)CCC2CCCN(Cc3cc4ccccc4o3)C2)o1 (stereo not drawn),0.9,2,-8,1,i,0,-1,6,i,-3
CCOc1ccc(CCNC(=O)Cn2c(=O)c3cccn3c3cccnc32)cc1,0.2,6,-1,3,+,4,3,-3,i,-3
COc1cc(S(=O)(=O)NC2CCCC2)ccc1F,-3.5,1,0,0,i,1,-1,-6,i,-6
CN(C)c1ccc(CN2CCCCCC2)cc1,-2.5,-3,-2,2,i,1,-3,-3,i,2
CC(C)CC(NC(=O)C1CCC(C)CC1)C(=O)Nc1ccccn1 (stereo not drawn),-0.4,0,0,5,i,-3,-4,-2,i,-4
O=c1[nH]c(SCc2ccccc2)nc2ccsc12,0.7,-1,-1,-2,i,0,1,-7,i,0
O=C(CCc1nc2ccccc2c(=O)[nH]1)NCCN1C(=O)S/C(=C\c2ccc(OC(F)F)cc2)C1=O,-1.0,-1,-1,1,i,-7,38,-2,i,2
Cc1cc(S(=O)(=O)Nc2ccc(C(=O)NCC3CCCO3)cc2)ccc1F (stereo not drawn),-1.1,-4,1,1,i,2,1,nt,i,-3
CCC[C@@H](CN[C@@H](CNC)[C@H](C)CC)NCC1CCC(C(C)(C)C)CC1 (stereo partly drawn),-2.0,0,15,3,i,-22,1,3,i,-4
CC1(C)Cc2c(sc3nc(SCC(=O)O)nc(N)c23)CO1,-0.7,1,6,-3,i,11,0,-7,i,-2
O=C1CCc2cc(S(=O)(=O)NC(Cc3ccccc3)C(=O)NC3CCCC3)ccc2N1 (stereo not drawn),-0.8,-1,5,3,i,3,-2,-9,i,-5
C=CCSc1nnc(-c2cc(C(C)(C)C)nn2Cc2ccc(F)cc2)n1C,-0.9,-4,9,1,i,4,0,-7,i,-1
Cc1ccc(C(=O)NCCN2CCC(n3c(=O)[nH]c4ccccc43)CC2)cc1F,4.2,7,nt,nt,nt,0,nt,nt,i,-6
COc1ccc(OC)c(NC(=O)C2CCCN(S(=O)(=O)c3ccc(-n4cnnn4)cc3)C2)c1 (stereo not drawn),0.9,2,-3,3,i,1,1,-12,i,-1
COCCN(C(=O)c1snc(C(N)=O)c1N)C(C(=O)NC1CCCCC1)c1cc(OC)c(OC)c(OC)c1 (stereo not drawn),-2.5,-1,-2,2,i,-5,-1,-2,i,-4
CSc1ncccc1C(=O)OCC(=O)NC(C)C,-0.5,-3,0,-1,i,5,5,-4,i,-2

Whole records, looked up by structure.
`Cc1ccccc1NC(=O)OCc1ccccc1` in the list: LMPTP block = -0.2; CSN inh = 2; DNMT1 block = -1; Rin1 Abl inh = -1; Rpn11 block = i; SUMO1-SIM PPI = 2; STEP block = -4; Scp1 inh = -6; Neddyl block = i; NadD inh = -8
`CCCCn1c(=O)[nH]c(=O)c2c1nc(Cn1ncc(Cl)c(Cl)c1=O)n2CCC` in the list: LMPTP block = -0.6; CSN inh = 9; DNMT1 block = 6; Rin1 Abl inh = 1; Rpn11 block = i; SUMO1-SIM PPI = -6; STEP block = 0; Scp1 inh = -4; Neddyl block = i; NadD inh = 2

Carrying on.
mol,LMPTP block,CSN inh,DNMT1 block,Rin1 Abl inh,Rpn11 block,SUMO1-SIM PPI,STEP block,Scp1 inh,Neddyl block,NadD inh
COc1ccc(-c2nnn(CCc3nn[nH]n3)n2)cc1OC,-0.4,2,-3,0,i,3,-5,-7,i,0
Cc1ccccc1-c1n[nH]nc1C1=CC(=O)C[C@H](c2ccc(F)cc2)C1,1.1,-2,3,-1,i,-8,5,nt,i,3
S=c1[nH]nc(-c2ccc(Cl)cc2Cl)n1-c1ccc(Cl)cc1,-1.1,5,6,-4,i,3,0,-6,i,3
C=C(C)Cn1c(N2CC(C)CC(C)C2)nc2c1c(=O)[nH]c(=O)n2C (stereo not drawn),-2.7,6,-1,-2,i,2,2,-22,i,-6
CC(C)(C)c1ccc(C(=O)NCC(=O)O)cc1,1.9,-1,-4,3,i,0,0,1,i,-2
NNC(=O)C1CCN(S(=O)(=O)c2ccc(Cl)cc2)CC1,-2.7,-4,1,-2,i,-7,-1,-15,i,-2
NS(=O)(=O)c1ccc(NC(=O)NC2CCCCC2)cc1,-1.0,0,1,-1,i,4,-4,-7,i,1
COc1cc2c(C#N)c(N3CCc4ccccc4C3)nc(N)c2c(N)n1,3.9,19,25,4,i,47*,6,5,i,42*
O=C(CNC(=O)c1sc2ccccc2c1Cl)Nc1ccccc1F,1.0,0,13,-4,i,-4,0,-6,i,-1
CCOC(=O)c1c(NC(=O)CSc2nc3nc(C)cc(C)n3n2)sc(CC)c1C,14,8,1,2,i,-3,3,5,i,2

Reformatted with two lines to a compound: entries from further up.
Every second line gives: LMPTP block, CSN inh, DNMT1 block, Rin1 Abl inh, Rpn11 block, SUMO1-SIM PPI, STEP block, Scp1 inh, Neddyl block, NadD inh
Cc1ccccc1-c1n[nH]nc1C1=CC(=O)C[C@H](c2ccc(F)cc2)C1
  1.1, -2, 3, -1, i, -8, 5, nt, i, 3
S=c1[nH]nc(-c2ccc(Cl)cc2Cl)n1-c1ccc(Cl)cc1
  -1.1, 5, 6, -4, i, 3, 0, -6, i, 3
C=C(C)Cn1c(N2CC(C)CC(C)C2)nc2c1c(=O)[nH]c(=O)n2C (stereo not drawn)
  -2.7, 6, -1, -2, i, 2, 2, -22, i, -6

Bioassay records (PubChem BioAssay)
